hERG rescue: hERG rescue from dofetilide block, primary screen, cell-based, CHO-hERG, FluxOR thallium flux, dofetilide IC70; Voltage-gated inwardly rectifying potassium channel KCNH2 (Homo sapiens), Q12809; activation (rescue from dofetilide block), less the hit threshold, % at 10 µM; AID 1511, 2009; 310,000 tested, 0.51% active; dofetilide IC70 present;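 active = activation above the mean of controls blocked by dofetilide plus 5 SD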;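 also: thallium influx through hERG after potassium depolarization seen as dye fluorescence rise; in these data hits start at about 4.7%; inactives centre near -7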
KCNQ1 block: inhibitors of human KCNQ1 channel, primary screen, cell-based, thallium flux, high-throughput; CHO-K1 KCNQ1, FluxOR thallium flux fluorescence; hits give high values; 310,000 tested, 1.3% active; B-score at 10 µM; Potassium voltage-gated channel subfamily KQT member 1 (Homo sapiens), P51787; AID 2642, 2010;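 active = compounds whose thallium flux B-score, printed positive for inhibition, exceeds three library SD while starting fluorescence stays within three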;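 also: channel opened by potassium depolarization with thallium stimulus after 20 min compound exposure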
SKKanGAS inh: S. pyogenes SKKanGAS growth inhibitors in kanamycin, primary screen, streptokinase expression inhibitor project, SKKanGAS strain, BacTiter-Glo luminescence; 300,000 tested, 1.3% active; 6 h; AID 1662, 2009; inhibition, % at 7.5 µM;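 active = mean replicate score, as percent of positive control median, at least 50; inconclusive = mean below 50 but one replicate at or above 50; inactive = mean and every replicate below 50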;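 also: strain carries kanamycin resistance gene driven by streptokinase promoter and grows in 40 µg/ml kanamycin; loss of luminescence reflects streptokinase promoter inhibition or plain growth inhibition; 0% = median of DMSO wells and 100% = positive control at its reference dose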
HDAC3 inhib: HDAC3 deacetylase inhibitors, primary screen, biochemical, fluorescence, cell-free homogeneous | Histone deacetylase 3 (Homo sapiens), O15379 | recombinant HDAC3, fluorogenic peptide/trypsin coupled | inhibition, % at 8.3 µM | 320,000 tested, 0.15% active; in the data active = inhibition above about 26%, passing the limit was not always enough; inconclusive = no clear call, values can overlap the other calls
KCNQ1 pot: potentiators or activators of KCNQ1 channel, primary screen, cell-based, thallium flux, high-throughput; Potassium voltage-gated channel subfamily KQT member 1 (Homo sapiens), P51787; CHO-K1 KCNQ1, thallium flux FluxOR fluorescence; hits give high values; B-score at 10 µM; 310,000 tested, 0.35% active; AID 2648, 2010;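 active = fluorescence ratio B-score, a plate-corrected score, at least three library SD, with initial intensity B-score within 5 SD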
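Assay system: stable KCNQ1 CHO-K1 line; medium: assay buffer, equal DMSO in all wells; timing: 90 min dye loading and 20 min compound exposure, both at room temperature; technique: kinetic FluxOR thallium fluorescence, 10-s 1-Hz baseline, 110-s post-stimulus read; read-out basis: B score of baseline-normalized fluorescence ratio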
ANO1 activ: TMEM16A chloride channel activators or potentiators, primary screen, cell-based, HTS; Anoctamin-1 (Mus musculus), Q8BHY3; B-score at 10 µM; 340,000 tested, 0.3% active; HEK293 TMEM16A/YFP-H148Q/I152L, iodide quench fluorescence; hits give low values;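 active = fluorescence-ratio B-score plate-corrected deviation score at least 3 library SD below zero, with starting fluorescence score within 5 deviations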;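 also: channel opened by trigger with iodide after compound preincubation; score built on the fluorescence ratio of max minus min over baseline; more negative score means more quench and so TMEM16A activation or potentiation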
RGS4 inh: RGS4 inhibitors, primary screen, cell-based, HEK293 M3R inducible RGS4, calcium flux | Regulator of G-protein signaling 4 (Homo sapiens), P49798 | Fluo-4 calcium flux; hits give high values; triggered by carbachol at its EC20 | B-score at 10 µM | 310,000 tested, 0.45% active | AID 463165, 2010;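 active = B-score, a plate-corrected calcium signal, over three deviations above library mean, with baseline fluorescence within five deviations of library mean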;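 also: RGS4 expression induced by doxycycline in cells with stable M3 receptor; B-score is computed from the integrated fluorescence ratio over baseline after carbachol; higher B-score means a larger calcium signal and so more RGS4 inhibition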
Target sequence (P49798 whole entry, looked up): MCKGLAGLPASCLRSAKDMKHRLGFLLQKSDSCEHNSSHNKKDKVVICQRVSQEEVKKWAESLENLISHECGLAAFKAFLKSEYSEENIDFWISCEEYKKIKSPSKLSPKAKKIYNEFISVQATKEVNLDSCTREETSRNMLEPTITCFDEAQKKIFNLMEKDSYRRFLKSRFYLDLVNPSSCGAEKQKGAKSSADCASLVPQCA
TMEM16A inh: TMEM16A chloride channel inhibitors, primary screen, cell-based, HTS | Anoctamin-1 (Mus musculus), Q8BHY3 | HEK293 TMEM16A/YFP iodide influx fluorescence, ionomycin | normalized B-score (activity score, 25-100; higher = stronger inhibition) at 10 µM | 310,000 tested, 1.2% active | AID 588511, 2011;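 active = ratio plate-corrected score three or more library SD toward inhibition, starting fluorescence score within five deviations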;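 also: score derived from kinetic fluorescence span divided by baseline fluorescence per well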
RGS4 act: RGS4 potentiators or activators, primary screen, cell-based, HEK293 M3R inducible RGS4, calcium flux; carbachol calcium flux Fluo4; hits give low values; B-score at 10 µM; 310,000 tested, 0.92% active; AID 463111, 2010;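 active = B-score of the integrated calcium signal more than 4 SD below the library mean, with starting fluorescence not abnormally high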;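 also: negative B-score means reduced calcium response which marks RGS4 activation or potentiation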
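System: HEK293 FlpIn-TREx cells, stable M3R, doxycycline-inducible RGS4. Timing: overnight RGS4 induction, 30 min dye load 37 °C, 20 min compound RT. Also added: carbachol, ECmax concentration. Measured by: Fluo4 fluorescence kinetic imaging of calcium. Evaluation: integrated calcium ratio converted to B score.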
KCNK9 block: KCNK9 potassium channel inhibitors, primary screen, HEK293 cells, thallium flux | Potassium channel subfamily K member 9 (Homo sapiens), Q9NPC2 | FluxOR thallium flux fluorescence; hits give low values | B-score at 10 µM | 310,000 tested, 1.2% active | AID 488922, 2010;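 active = ratio B-score over 3 SD below the library mean, with starting fluorescence within 5 SD of its mean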;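 also: negative B-score means less thallium flux so channel inhibition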
Target sequence (Q9NPC2 whole entry, looked up): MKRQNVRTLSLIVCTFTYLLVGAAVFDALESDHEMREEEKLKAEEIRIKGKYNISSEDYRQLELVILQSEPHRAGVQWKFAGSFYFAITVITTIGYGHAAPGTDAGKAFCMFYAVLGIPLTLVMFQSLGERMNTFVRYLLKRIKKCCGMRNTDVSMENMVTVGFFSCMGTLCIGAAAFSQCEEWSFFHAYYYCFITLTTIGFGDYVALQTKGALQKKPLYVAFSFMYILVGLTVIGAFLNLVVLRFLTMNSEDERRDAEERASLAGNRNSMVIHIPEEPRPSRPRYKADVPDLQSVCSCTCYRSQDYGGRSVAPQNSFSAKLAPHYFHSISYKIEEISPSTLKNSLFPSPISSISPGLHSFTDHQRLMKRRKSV
KCNK3 block: human KCNK3 channel inhibitors, primary screen, CHO cells, FluxOR thallium flux, B-score. FluxOR fluorescence; hits give low values. B-score at 10 µM. 340,000 tested, 0.84% active. AID 602410, 2012;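 active = B-score under library mean minus 4 SD, starting fluorescence ratio at most library mean plus 5 SD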;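 also: more negative B-score means stronger inhibition of thallium flux through KCNK3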
Target sequence (O14649 whole entry, looked up): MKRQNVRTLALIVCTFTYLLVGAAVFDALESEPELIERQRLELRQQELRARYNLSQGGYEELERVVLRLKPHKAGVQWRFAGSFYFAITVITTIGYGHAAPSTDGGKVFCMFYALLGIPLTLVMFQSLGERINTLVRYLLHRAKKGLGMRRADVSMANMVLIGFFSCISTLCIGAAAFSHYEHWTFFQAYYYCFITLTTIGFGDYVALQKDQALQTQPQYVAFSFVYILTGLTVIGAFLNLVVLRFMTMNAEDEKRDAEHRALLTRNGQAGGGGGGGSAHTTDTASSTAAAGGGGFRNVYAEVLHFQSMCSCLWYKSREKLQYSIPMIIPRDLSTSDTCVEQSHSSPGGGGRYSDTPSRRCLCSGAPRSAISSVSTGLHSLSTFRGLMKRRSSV
Active calls of the source: *; i = inactive; ? = inconclusive; / = not tested or not shown.

Structure	hERG rescue	KCNQ1 block	SKKanGAS inh	HDAC3 inhib	KCNQ1 pot	ANO1 activ	RGS4 inh	TMEM16A inh	RGS4 act	KCNK9 block	KCNK3 block
CN1CCN(CCc2nc3cc(NC(=O)COc4ccc([N+](=O)[O-])cc4)ccc3n2C)CC1	-2	i	-2	-3	i	i	i	i	i	i	i
COc1ccc(/C=N/NC(=O)C[n+]2ccccc2)c(OC)c1OC	-6	i	1	1	i	i	i	i	i	i	i
NS(=O)(=O)c1ccc(CCNC(=O)C2CCN(S(=O)(=O)c3cnc[nH]3)CC2)cc1	-9	i	8	-4	i	i	i	i	i	i	i
CC(=O)Nc1cccc(NC(=O)c2oc3ccccc3c2C)c1	-24	i	-20	4	i	/	i	i	i	i	/
Cc1nc2cc(NC(=O)c3ccc(S(=O)(=O)N(C)c4ccccc4)cc3)ccc2o1	-11	i	-8	3	i	i	i	i	i	i	i
Cc1nn(C)c(C)c1C1C(C#N)=C(N)Oc2n[nH]c(C)c21 (configuration not stated)	-9	i	5	-4	i	i	i	i	i	i	i
Cc1nonc1NC(=O)c1oc2ccccc2c1C	-8	i	-14	-6	i	i	i	i	i	i	i
COc1cccc(CNC(=O)CCCC(=O)NC(C)CCc2ccccc2)c1 (configuration not stated)	-14	i	-1	-2	i	i	i	i	i	i	i
CCOC(=O)C1=C(C)NC2=C(C(=O)c3ccccc32)C1c1cccc2ccccc12 (configuration not stated)	-4	i	18	13	i	i	i	i	i	i	-11*
Cc1noc(NS(=O)(=O)c2ccc(NC(=O)CCN3C(=O)c4ccccc4C3=O)cc2)c1C	-8	i	2	12	i	i	i	i	i	i	i
O=C(O)CCCNC(=O)c1cncc(Br)c1	-7	i	-7	-3	i	i	i	i	i	i	i
O=C(CCNC(=O)N1CC(=O)Nc2ccccc21)Nc1ccc(F)c(Cl)c1	-4	i	-3	0	i	i	i	i	i	i	i
O=C(O)COc1ccc2nsnc2c1Cl	1	i	3	-17	i	i	i	i	i	i	i
Cc1csc(NC(=O)CCC(=O)N(CC(=O)NC2CCCC2)Cc2ccco2)n1	-6	i	1	0	i	i	i	i	i	i	i
CCOc1ccc(S(=O)(=O)NC(=O)c2ccccc2)cc1	-6	i	1	/	i	i	i	i	i	i	i
Clc1ccc(C2=NN=C3COc4ccccc4N3C2)cc1	-13	i	2	0	i	i	i	i	i	i	i
CCn1cc(C(=O)Nc2cc(C)ccc2C)c(=O)c2ccc(C)nc21	-4	i	1	-8	i	/	i	i	i	i	/
O=C(CSCC(=O)Nc1ccccc1)N/N=C/c1c(O)ccc2ccccc12	-16	i	13	-2	i	i	i	i	i	i	i
CCN(CC(=O)NCc1ccc(Cl)cc1)C(=O)/C=C/c1ccccc1	-4	i	3	-1	i	i	i	i	i	i	i
O=C(CCCn1c(SCc2cccc([N+](=O)[O-])c2)nc2ccccc2c1=O)NCC1CCCO1 (configuration not stated)	-3	i	5	-10	i	i	i	i	i	i	i
O=C(CCCc1c[nH]c2ccccc12)N1CCN(c2ccc(N3CCOCC3)nn2)CC1	-3	i	-2	-1	i	i	i	i	i	i	i
CCOC(=O)c1c(=O)n(O)c2ccc(C)cc2[n+]1[O-]	-8	i	-4	3	i	i	i	i	i	i	i
S=C(N/N=C/c1cccs1)NC1CC2CCC1C2 (configuration not stated)	-2	i	43	5	i	i	i	i	i	i	i
C=CCOc1ccc(/C=C/C(=O)OCC(=O)Nc2c(C)n(C)n(-c3ccccc3)c2=O)cc1	-9	i	-11	6	i	i	i	i	i	i	i
Cc1ccc(S(=O)(=O)N2CCCC2C(=O)Nc2nccs2)cc1 (configuration not stated)	-9	i	-2	9	i	i	i	i	i	i	i
O=C(c1cccc(C(=O)N2CCc3ccccc32)n1)N1CCc2ccccc21	-6	i	-1	2	i	i	i	i	i	i	i
O=C(COC(=O)c1ccccc1)Nc1cccc(S(=O)(=O)N2CCOCC2)c1	-14	i	-2	-2	i	i	i	i	i	i	i
Cc1[nH]c(=S)sc1Cc1ccc(Cl)c(Cl)c1	1	i	28	?	i	/	i	i	i	i	/
O=S(=O)(NCC1OCCc2ccccc21)c1ccc(S(=O)(=O)N2CCOCC2)cc1 (configuration not stated)	1	i	0	1	i	i	i	i	i	i	i
CCOc1ccccc1NC(=O)CCNS(=O)(=O)c1ccc2[nH]c(=O)oc2c1	-7	i	0	0	i	i	i	i	i	i	i

Random excerpt: 4 entries already listed, in no set order.
Structure	hERG rescue	KCNQ1 block	SKKanGAS inh	HDAC3 inhib	KCNQ1 pot	ANO1 activ	RGS4 inh	TMEM16A inh	RGS4 act	KCNK9 block	KCNK3 block
NS(=O)(=O)c1ccc(CCNC(=O)C2CCN(S(=O)(=O)c3cnc[nH]3)CC2)cc1	-9	i	8	-4	i	i	i	i	i	i	i
O=C(O)CCCNC(=O)c1cncc(Br)c1	-7	i	-7	-3	i	i	i	i	i	i	i
Cc1nonc1NC(=O)c1oc2ccccc2c1C	-8	i	-14	-6	i	i	i	i	i	i	i
CCn1cc(C(=O)Nc2cc(C)ccc2C)c(=O)c2ccc(C)nc21	-4	i	1	-8	i	/	i	i	i	i	/

Other entries follow.
Structure	hERG rescue	KCNQ1 block	SKKanGAS inh	HDAC3 inhib	KCNQ1 pot	ANO1 activ	RGS4 inh	TMEM16A inh	RGS4 act	KCNK9 block	KCNK3 block
Cc1cc(C)nc(NS(=O)(=O)c2ccc(NC(=O)CSc3nc4ccccc4[nH]3)cc2)n1	-10	i	1	9	i	i	i	i	i	i	i
CCn1c(C(=O)Nc2ccsc2C(=O)OC)cc2sc(Cl)cc21	-9	i	-1	-7	i	i	i	i	i	i	i
O=C(O)C1CCCCC1C(=O)Nc1ccc(Cl)cc1 (configuration not stated)	-7	i	-2	-5	i	i	i	i	i	i	i
COc1ccc(-n2c(/C=C3\C(=O)N(C)c4ccccc43)nc3ccccc3c2=O)cc1	-7	i	10	0	i	i	i	i	i	i	i
CN(Cc1cnn(C)c1)C(=O)C1CCC(=O)N(Cc2cccc(C(F)(F)F)c2)C1 (configuration not stated)	5	i	1	1	i	i	i	i	i	i	i
O=C(Cn1nc(-c2ccco2)ccc1=O)Nc1ccc(Cl)c(Cl)c1	-2	i	-4	-4	i	i	i	i	i	i	i
C=CCN(c1ccc(C(=O)Nc2ccc3c(c2)n(C)c(=O)n3C)cc1)S(C)(=O)=O	-11	i	0	4	i	i	i	i	i	i	i
COc1ccc(NC(=O)NC2CCCCC2C)cc1 (configuration not stated)	-9	i	-3	-5	i	i	i	i	i	i	i
O=C(CCc1nc2ccccc2c(=O)[nH]1)OCCOc1ccc(Cl)cc1	-10	i	-45	1	i	i	i	i	i	i	i
O=C(CS(=O)(=O)c1ccc(F)cc1)Nc1nccs1	-13	i	-3	3	i	i	i	i	i	i	i
S=c1[nH]nc(COc2ccccc2)n1/N=C/c1cccs1	-8	i	-9	8	i	i	i	i	i	i	i
Cc1ccc(S(=O)(=O)/C(C#N)=C/c2c(N3CCN(Cc4ccccc4)CC3)nc3ccccn3c2=O)cc1	-16	i	-4	6	i	i	i	i	i	i	-11*
COc1ccc(CNCCC(c2ccc(OC(C)C)cc2)c2ccccc2OC)cc1OC (configuration not stated)	-16	i	-5	-2	i	i	i	i	i	i	i
CCOC(=O)c1c(NC(=O)COC(=O)CCOc2ccc(C)cc2)sc(C(=O)N(C)C)c1C	-11	i	-3	15	i	i	i	i	i	i	i
COc1ccc(NC(=O)COC(=O)C2CCN(S(=O)(=O)c3cccs3)CC2)cc1	-13	i	-2	-1	i	i	i	i	i	i	i
COc1ccccc1N1C(=O)CC(Sc2nc(C)cc(C)n2)C1=O (configuration not stated)	-3	i	6	-3	i	i	i	i	i	i	i
COc1cc(NC(=O)C(C)C)ccc1NC(=O)c1ccco1	-8	i	-1	5	i	i	i	i	i	i	i
O=C(CSc1ccc(-c2ccc(Br)cc2)nn1)NC1CCCC1	-6	i	-5	4	i	i	i	i	i	i	i
c1ccc(N=Nc2ccc3cccccc2-3)cc1	-17	i	11	-1	i	i	i	i	i	i	i
CCN1CCN(Cc2ccc(NC(=O)Nc3ccccc3Cl)cc2)CC1	-2	i	0	6	i	i	i	i	i	i	i

3 structures from above, sorted by molar mass, rising:
Structure	hERG rescue	KCNQ1 block	SKKanGAS inh	HDAC3 inhib	KCNQ1 pot	ANO1 activ	RGS4 inh	TMEM16A inh	RGS4 act	KCNK9 block	KCNK3 block
O=C(c1cccc(C(=O)N2CCc3ccccc32)n1)N1CCc2ccccc21	-6	i	-1	2	i	i	i	i	i	i	i
C=CCN(c1ccc(C(=O)Nc2ccc3c(c2)n(C)c(=O)n3C)cc1)S(C)(=O)=O	-11	i	0	4	i	i	i	i	i	i	i
C=CCOc1ccc(/C=C/C(=O)OCC(=O)Nc2c(C)n(C)n(-c3ccccc3)c2=O)cc1	-9	i	-11	6	i	i	i	i	i	i	i
